Bioassay records deposited in PubChem BioAssay by several laboratories.
NTR1 agonist: NTR1-driven beta-arrestin-GFP spot formation – imaging, U2OS cells, high content, primary screen (AID 493036); P30989; actives 0.17% (n = 330,000); agonist mode; activation, % at 20 µM;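 active means activation at or above 40% of the spot to cytoplasm intensity ratio, with at least 20 cells analyzed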;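 further: 0% = DMSO without peptide and 100% = 100 nM NTR1 peptide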
Target sequence (P30989 whole entry, looked up): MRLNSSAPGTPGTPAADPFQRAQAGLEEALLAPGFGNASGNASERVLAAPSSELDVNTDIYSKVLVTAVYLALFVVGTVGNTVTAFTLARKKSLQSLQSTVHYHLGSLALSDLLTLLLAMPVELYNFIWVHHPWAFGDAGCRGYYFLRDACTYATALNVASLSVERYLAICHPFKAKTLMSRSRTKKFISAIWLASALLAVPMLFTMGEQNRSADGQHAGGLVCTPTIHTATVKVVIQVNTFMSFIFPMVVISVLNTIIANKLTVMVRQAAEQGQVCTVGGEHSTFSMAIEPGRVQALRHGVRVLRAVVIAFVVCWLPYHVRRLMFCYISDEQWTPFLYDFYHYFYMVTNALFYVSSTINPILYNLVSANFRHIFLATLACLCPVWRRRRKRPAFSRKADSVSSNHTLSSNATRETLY
AID2073: inhibitors of Mint1-CaV2.2 protein interaction, biochemical, HTRF (AID 2073). HTRF protein-protein interaction, Mint1-CaV2.2; higher % means a stronger effect. inhibition, % at 20 µM, or IC50 in µM where a hit was titrated. actives 0.19% (n = 290,000); in the data active means inhibition mostly above about 51%, no sharp cut-off; further: some results filed as inactive read as strong as hits
GPR35 antagonists: inhibition of zaprinast-stimulated GPR35 beta-arrestin translocation – imaging, U2OS, beta-arrestin-GFP, zaprinast agonist, primary screen (AID 2058); U2OS GPR35 beta-arrestin-GFP translocation imaging, zaprinast antagonism; higher % means a stronger effect; one-dose inhibition, % at 10 µM; IC50 in µM for titrated hits; actives 0.052% (n = 290,000);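 active means inhibition of at least 50% with at least 30 cells and total cytoplasm GFP at most 10,000,000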
GPR55 beta-arrestin: GPR55 agonists via beta-arrestin recruitment, primary screen, imaging, U2OS cells, beta-arrestin-GFP redistribution (AID 1961); activation, % at 10 µM; hits with a dose series show EC50 in µM; U2OS GPR55 beta-arrestin-GFP redistribution imaging; higher % means a stronger effect; actives 0.048% (n = 290,000);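 active means activation above 40% with more than 50 cells counted in the well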;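 further: U2OS osteosarcoma cells stably expressing GPR55 and beta-arrestin-GFP; plate controls were DMSO negative control for no effect and LPI positive control for full effect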
GPR55 LPI antagonism: GPR55 antagonists blocking LPI-driven arrestin recruitment, primary screen, imaging, U2OS, beta-arrestin-GFP, LPI agonist (AID 2013). U2OS GPR55 beta-arrestin-GFP translocation imaging, LPI antagonism; higher % means a stronger effect. one-dose inhibition, % at 10 µM; IC50 in µM for titrated hits. actives 0.13% (n = 290,000);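 active means spots per cell inhibited over 60%, with over 100 cells counted and total cytoplasm intensity under 500,000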;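 further: U2OS cells stably carrying GPR55 and arrestin-GFP stimulated by 5 µM LPI near EC80; imaged beta-arrestin-GFP aggregate spots per cell after agonist stimulation; plate controls were LPI-stimulated DMSO wells for no effect and DMSO wells without LPI for full effect; some results filed as inactive read as strong as hits; confirmed hits need IC50 under 10 µM and bright autofluorescent wells are also inconclusive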
SIAH1 antagonists: blockers of Siah-1 interaction with plectin peptide – biochemical, fluorescence polarization, rhodamine-plectin, uHTS, primary screen (AID 1817); Siah-1 / rhodamine-plectin peptide fluorescence polarization; higher % means a stronger effect; displacement, % at 20 µM; hits with a dose series show IC50 in µM; actives 0.02% (n = 290,000);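 active means displacement of at least 50% at 20 µM, with a fluorescence ratio check between 0.3 and a set limit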;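 further: plate controls were Siah plus tracer with DMSO for no effect and tracer alone without Siah for full effect; strong numbers were not always called active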
NS5 inhibitors: Dengue-2 NS5 methyltransferase inhibitors, primary screen, biochemical, confirmation dose response (AID 588689) | inhibition, % at 25 µM, or IC50 in µM where a hit was titrated | Dengue-2 NS5 methyltransferase capping enzyme assay, biochemical; higher % means a stronger effect | actives 0.3% (n = 340,000); in the data active means a potency from the dose series
HIV peptide binding: inhibitors of HIV fusion peptide binding, primary screen, biochemical, uHTS, fluorescence dequenching (AID 1986); cell-free peptide binding, fluorescence dequenching, 30 min; higher % means a stronger effect; inhibition, % at 20 µM, or IC50 in µM where a hit was titrated; actives 0.3% (n = 290,000); in the data active means inhibition mostly above about 52%, no sharp cut-off; inactive means mostly below about 76%; further: some results filed as inactive read as strong as hits
UTI89 phage lysis: inhibition of K1F phage lysis, E. coli UTI89, bacterial capsule biogenesis inhibitors, alamar blue (AID 488966); E. coli UTI89 K1F phage lysis, alamar blue, 2 h; higher % means a stronger effect; inhibition, % at 100 µM, or IC50 in µM where a hit was titrated; actives 0.02% (n = 340,000);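 active means phage lysis inhibition, versus mean bacterial control, above a set limit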;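 further: capsule biogenesis inhibitors block K1F phage lysis so surviving cells raise fluorescence; higher fluorescence means more inhibition of phage lysis; actives were called in the ten point dose series up to 300 µM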
NTR1 agonist cell count 20 µM: second read-out of NTR1 agonist, no call of its own (marks repeat the call); cell count; measured here: cell count, cytotoxicity flag
NS5 inhibitors pilot replicate: further read-out of NS5 inhibitors, marked with its call; inhibition, %; measured here: pilot screen replicate inhibition
* marks the source's active call; other numbers are inactive results; . = no result given; [ ] = remark or other dose.

SMILES | NTR1 agonist | NTR1 agonist cell count 20 µM | AID2073 | GPR35 antagonists | GPR55 beta-arrestin | GPR55 LPI antagonism | SIAH1 antagonists | NS5 inhibitors | HIV peptide binding | UTI89 phage lysis | others
O=C(CSc1n[nH]c(=O)[nH]c1=O)Nc1ccccc1C(=O)c1ccccc1 | 0.7 | 63 | 4.3% | 13.7% | -0.1% | 5.6% | -3.2% | -1.5% | -1.0% | -0.2%
Fc1cc(F)c(NC(=S)N2CCOCC2)c(F)c1 | 0.7 | 49 | -51.1% | 9.6% | -0.1% | 3.5% | -3.4% | -5.9% | -0.9% | 0.2%
CC1(C)CC2CC(C)(CN2c2ncnc3ccc(Br)cc23)C1 (stereo unspecified) | 8.5 | 62 | 12.4% | 10.3% | 0.1% | 10.0% | -3.5% | -5.9% | -3.2% | 6.6%
COCCN1C(=O)c2ccccc2C(C(=O)N2CCN(c3ccccc3)CC2)C1c1ccc(F)cc1 (stereo unspecified) | -0.8 | 76 | 0.4% | 11.6% | -0.1% | 7.0% | 1.7% | 0.0% | -1.5% | 0.4%
C=CCn1cc(CN2CCC(C(=O)Nc3cccc(-c4cccc(F)c4)c3)CC2)c(C)n1 | 0.2 | 72 | 5.3% | -1.8% | -0.1% | 17.1% | -1.5% | -1.3% | 13.8% | -0.1%
CCOCC(=O)Nc1nnc(C2CCCCC2)s1 | -2.5 | 70 | 3.2% | -0.9% | -0.1% | 0.4% | 4.5% | 2.4% | -1.0% | 1.0%
Cc1ccc(SCCNS(=O)(=O)c2ccc3c(c2)OCCO3)cc1 | -1.5 | 70 | -0.6% | -20.6% | -0.5% | 1.6% | 4.6% | -1.6% | 0.7% | 0.6%
O=C(NC(=S)Nc1ccccn1)c1cccc([N+](=O)[O-])c1 | 1.3 | 42 | -5.3% | 3.6% | -0.2% | 6.4% | 13.8% | -0.8% | -0.4% | -1.0%
CN1CCN(CC(=O)N2N=C(c3cccs3)CC2c2ccco2)CC1 (stereo unspecified) | 1.3 | 53 | 18.1% | 5.2% | -0.1% | 15.3% | -1.5% | -2.6% | 0.9% | 0.2%
COc1ccc(OC)c(NC(=S)NCCN2CCOCC2)c1 | 0.4 | 64 | -6.6% | -8.1% | -0.8% | 13.1% | 7.7% | -8.2% | -1.3% | -0.5%
CCCOc1ccc(/C=N/Nc2cc(N3CCOCC3)ncn2)c(O)c1 | 8.4 | 62 | 17.2% | 14.4% | -0.3% | -12.9% | -5.0% | -3.3% | -1.8% | 0.4% | NS5 inhibitors pilot replicate=-2.7
CC(C)COc1ccc(C(=O)Nc2ccc(N3CCOCC3)cc2N2CCOCC2)cc1 | -0.6 | 61 | -4.9% | 11.3% | 0.4% | -3.2% | -0.3% | -1.9% | 0.2% | 0.2%[50 µM]
O=C(c1ccc(COc2c(F)c(F)c(F)c(F)c2F)o1)N1CCOCC1 | 0.3 | 47 | -1.9% | 5.5% | 0.1% | 13.1% | 2.9% | -5.5% | 0.7% | 1.1%
Cc1ccc(NC(=O)CSc2nc(NS(=O)(=O)c3ccccc3)cc(=O)[nH]2)cc1 | -1.3 | 82 | 8.1% | 2.3% | 0.2% | 8.8% | 12.4% | 3.2% | -1.2% | 0.4%
COc1ccc(/C=C/C(=O)Nc2ccc(C34CC5CC(CC(O)(C5)C3)C4)cc2)cc1OC | 8.0 | 85 | 31.0% | -20.8% | -0.2% | -8.9% | 3.0% | -9.1% | 3.4% | 0.2%
Cc1cccc(Nc2c([N+](=O)[O-])ccc3nonc23)c1 | 0.1 | 71 | 3.9% | 10.2% | 0.0% | 0.9% | 0.8% | -4.6% | 1.3% | 0.1%[50 µM]
O=C(NC(=S)NNC(=O)c1ccco1)c1ccc(Br)cc1 | 3.2 | 52 | 5.4% | -12.0% | -0.1% | -6.7% | -10.7% | 4.7% | 4.3% | 0.6%
CCn1c(C(=O)N2CCC(C(=O)NCCCSC3CCCCC3)CC2)cc2sccc21 | 0.8 | 48 | 2.7% | 2.3% | -0.1% | -2.3% | -1.5% | 3.5% | -1.1% | 1.9%
Cc1nn(-c2ccccc2)c2sc(C(=O)N(Cc3ccco3)C(C)C(=O)NC(C)(C)C)cc12 (stereo unspecified) | 8.2 | 69 | 4.4% | -9.2% | -0.4% | 12.9% | -0.5% | -1.3% | -1.5% | 0.8%
CC(=O)Nc1cccc(NS(=O)(=O)c2cccc3nsnc23)c1 | -0.2 | 56 | -1.7% | 10.2% | 0.2% | 11.7% | -0.5% | 0.7% | -1.2% | 6.5%
CCc1ccc(NC(=O)CSc2nc3c(c(=O)n(C)c(=O)n3C)n2C)cc1 | 18.7 | 40 | 3.0% | -13.7% | 0.2% | -3.5% | -6.8% | 0.7% | -0.8% | 4.0%
O=C(NC1CCCC1)C(c1ccccc1F)N(C(=O)c1ccco1)C1CCCC1 (stereo unspecified) | 1.5 | 39 | -3.4% | -0.4% | -0.3% | -11.8% | -3.2% | -2.7% | -0.1% | 0.1%
COc1ccc(/C=C/C(=O)c2c(O)c(OC)c3occc3c2OC)cc1 | . | . | -9.3% | 0.4% | -0.3% | -2.6% | 3.8% | -10.9% | -1.9% | -0.2%
NS(=O)(=O)c1ccc(CNC(=O)c2ccccn2)cc1 | 1.0 | 66 | -8.9% | 7.9% | -0.2% | -4.6% | 1.5% | -4.0% | -2.3% | 0.3%
Cc1cc(C)cc(NC(=O)CCN2CC(C)OC(C)C2)c1 (stereo unspecified) | 0.6 | 60 | 7.5% | 2.8% | -0.3% | -4.7% | 8.7% | 0.7% | -0.8% | 1.4%

A run of entries from the list above:
SMILES | NTR1 agonist | NTR1 agonist cell count 20 µM | AID2073 | GPR35 antagonists | GPR55 beta-arrestin | GPR55 LPI antagonism | SIAH1 antagonists | NS5 inhibitors | HIV peptide binding | UTI89 phage lysis | others
O=C(CSc1n[nH]c(=O)[nH]c1=O)Nc1ccccc1C(=O)c1ccccc1 | 0.7 | 63 | 4.3% | 13.7% | -0.1% | 5.6% | -3.2% | -1.5% | -1.0% | -0.2%
Fc1cc(F)c(NC(=S)N2CCOCC2)c(F)c1 | 0.7 | 49 | -51.1% | 9.6% | -0.1% | 3.5% | -3.4% | -5.9% | -0.9% | 0.2%
CC1(C)CC2CC(C)(CN2c2ncnc3ccc(Br)cc23)C1 (stereo unspecified) | 8.5 | 62 | 12.4% | 10.3% | 0.1% | 10.0% | -3.5% | -5.9% | -3.2% | 6.6%
COCCN1C(=O)c2ccccc2C(C(=O)N2CCN(c3ccccc3)CC2)C1c1ccc(F)cc1 (stereo unspecified) | -0.8 | 76 | 0.4% | 11.6% | -0.1% | 7.0% | 1.7% | 0.0% | -1.5% | 0.4%
C=CCn1cc(CN2CCC(C(=O)Nc3cccc(-c4cccc(F)c4)c3)CC2)c(C)n1 | 0.2 | 72 | 5.3% | -1.8% | -0.1% | 17.1% | -1.5% | -1.3% | 13.8% | -0.1%
CCOCC(=O)Nc1nnc(C2CCCCC2)s1 | -2.5 | 70 | 3.2% | -0.9% | -0.1% | 0.4% | 4.5% | 2.4% | -1.0% | 1.0%

(listing goes on)
SMILES | NTR1 agonist | NTR1 agonist cell count 20 µM | AID2073 | GPR35 antagonists | GPR55 beta-arrestin | GPR55 LPI antagonism | SIAH1 antagonists | NS5 inhibitors | HIV peptide binding | UTI89 phage lysis | others
CN1C(=O)C(C)(C)c2cc(S(=O)(=O)N3CCN(c4ccccc4F)CC3)ccc21 | 0.8 | 66 | -1.2% | 5.7% | -0.1% | 1.3% | -7.3% | -3.5% | 2.7% | 0.4%
O=C(O)CCc1ccc(-c2ccc(Br)cc2)n1-c1ccc(O)cc1 | 1.7 | 51 | 12.1% | -0.1% | -0.2% | 17.2% | 7.0% | >100µM* | 18.3% | -1.5%[50 µM]
Cc1cc(Nc2ccc(Br)cc2)n2nc(C)nc2n1 | -0.6 | 70 | 6.6% | -7.0% | 0.8% | -2.7% | -2.2% | 7.3% | -1.1% | 3.5%
Cc1ccc(Cc2cnc(NC(=O)C3CCCO3)s2)cc1 (stereo unspecified) | 3.3 | 39 | 22.6% | 17.5% | 0.1% | 9.5% | 6.5% | -7.5% | 4.8% | -1.1%[50 µM]
CCN(CC)S(=O)(=O)c1cccc(-c2nnc(SCCOc3ccc(Cl)cc3)o2)c1 | -0.9 | 83 | 17.7% | -3.3% | -0.2% | 5.5% | 2.8% | -0.8% | -3.0% | 2.6%
O=C(COC(=O)CCC(=O)c1ccc2c(c1)OCCO2)NCc1ccc2c(c1)OCO2 | -1.6 | 89 | 7.4% | 0.1% | 0.8% | 5.0% | 5.9% | -0.8% | 1.2% | 0.9%
O=C(Nc1nnc(-c2ccc(F)cc2)s1)C1CCN(S(=O)(=O)c2ccc(Cl)cc2)CC1 | 2.3 | 52 | 14.2% | -0.4% | 0.0% | 2.9% | -2.0% | 5.1% | 0.6% | 1.0%[50 µM]
CCCNS(=O)(=O)c1ccc(C(=O)NCC2CCCO2)cc1 (stereo unspecified) | 1.6 | 55 | 4.6% | 7.3% | 0.2% | -12.5% | 1.7% | -6.3% | -0.3% | -0.1%
CC(=O)N1CCN(CC(O)Cn2c3ccccc3c3ccccc32)CC1 (stereo unspecified) | -0.2 | 64 | -1.0% | 1.0% | 0.5% | -15.5% | 12.1% | 5.9% | 0.5% | 0.3%
Cc1ccc(C)c(OCc2cc(C(=O)N3CCN(c4cnccn4)CC3)no2)c1 | 1.9 | 56 | 10.5% | -8.6% | -0.1% | -7.8% | -1.8% | -1.9% | 2.1% | -0.2%
Cn1cccc1C(=O)C(=O)Nc1ccc(Cl)cc1 | -0.1 | 50 | -1.1% | 21.9% | -0.1% | -12.7% | -1.6% | -7.4% | -0.7% | 0.6%
Cc1cccc(CSc2nnc(N)n2-c2ccccc2)c1 | -2.5 | 93 | -2.7% | 4.3% | 1.5% | -6.5% | 7.6% | 3.4% | 0.7% | 0.3%
COc1ccc(N2CCN(S(=O)(=O)Cc3ccccc3)CC2)cc1 | 0.3 | 73 | 6.3% | -0.9% | -0.1% | 19.2% | 2.2% | -4.0% | -1.3% | -3.0%
CCn1c(SCC(=O)NNC(=O)Cc2ccccc2)nnc1-c1ccccc1 | -1.5 | 80 | -3.9% | 17.4% | 0.3% | 8.5% | 5.2% | -8.9% | 0.6% | 0.2%
Cc1cc(NC(=S)N(CCCN2CCN(C)CC2)Cc2ccco2)ccc1Cl | -0.3 | 68 | 28.2% | -8.9% | -0.4% | -8.4% | -3.5% | -5.3% | -2.5% | 0.2%
